# Screening data as filed in PubChem BioAssay.
# ALOX12 inh – blocks human arachidonate 12S-lipoxygenase; P18054; purified 12hLO, xylenol orange hydroperoxide absorbance; actives 1.1% (n = 580,000); Potency, µM (series often up to 108 µM), for the others: at the top dose activity change, negative = inhibition, actives largely listed as inhibitors; note: % is set by controls: 0 for no effect and ±100 for the full control effect
#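 Purified human 12hLO (150 nM final) in 25 mM Hepes, 0.01% Triton X-100, pH 7.0 was preincubated 15 min at room temperature with compound. Then 40 uM arachidonic acid was added, 30 min. Hydroperoxide was read by Fe-XO absorbance ratio 573/405 nm.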
# Vif-APOBEC3F blk – Vif-A3F binding inhibition. Potency, µM (doses to about 46.1 µM), for inactives: top-dose activity, negative = active. actives 0.2% (n = 390,000). AID 602313. HeLa A3F-eYFP + Vif (tagged APOBEC3F with the HIV-1 protein that degrades it), YFP fluorescence increase; note: % of control where 0% means no effect; nearly all actives have a fitted effect of over 65% in size
#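 Fluorescence increase (Ex 488/Em 500-530) after overnight compound treatment at 37 deg C flags inhibition of Vif-driven A3F-eYFP loss in stable HeLa A3F-eYFP/Vif cells seeded overnight beforehand.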
# mIDH1 inhibitor – inhibitors of human mutant IDH1 R132H. O75874. IDH1-R132H enzyme, NADPH consumption, diaphorase/resazurin fluorescence. Potency, µM (series often up to 76.6 µM), inactives show at the top dose activity change, negative = inhibition, usual class: inhibitors. actives 0.093% (n = 390,000). AID 602179; note: % is set by controls: 0 for no effect and ±100 for the full control effect; nearly all actives have a fitted effect of over 65% in size
#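 IDH1-R132H (0.5 ug/mL dispensed) in pH 7.5 Tris buffer was preincubated 30 min with compound, then given a substrate mix of 0.016 mM NADPH and 2 mM alpha-KG for 80 min at room temperature; remaining NADPH was read by diaphorase/resazurin fluorescence.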
# TrxR1 substrate – substrates of rat thioredoxin reductase 1; purified TrxR1 substrate turnover, NADPH consumption readout; O89049; actives 0.01% (n = 390,000); Potency, µM (highest dose often 114 µM), without a hit: top-dose activity change, negative = substrate turnover; note: % is set by controls: 0 for no effect and ±100 for the full control effect; nearly all actives have a fitted effect of over 50% in size
# Target sequence (O89049 whole entry, looked up): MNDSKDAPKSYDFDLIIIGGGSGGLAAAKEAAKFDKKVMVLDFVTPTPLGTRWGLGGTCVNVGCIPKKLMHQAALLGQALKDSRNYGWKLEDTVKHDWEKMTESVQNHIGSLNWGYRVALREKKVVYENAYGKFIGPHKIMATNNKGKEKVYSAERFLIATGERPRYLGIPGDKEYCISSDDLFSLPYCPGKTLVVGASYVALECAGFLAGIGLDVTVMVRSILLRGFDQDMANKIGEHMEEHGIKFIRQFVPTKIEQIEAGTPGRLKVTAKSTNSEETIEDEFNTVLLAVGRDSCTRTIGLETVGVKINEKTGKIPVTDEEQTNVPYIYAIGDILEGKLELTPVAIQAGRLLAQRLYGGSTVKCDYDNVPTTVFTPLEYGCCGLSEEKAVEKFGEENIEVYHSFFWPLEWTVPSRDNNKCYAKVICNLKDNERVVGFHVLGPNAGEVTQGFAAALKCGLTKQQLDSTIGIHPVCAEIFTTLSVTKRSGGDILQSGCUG
#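 Rat TrxR1, dispensed at 90 nM, was prereduced with 400 uM NADPH (final) for 5 min at ~22 deg C, then incubated with compound 15 min before 400 uM selenite. A first-read NADPH fluorescence drop versus no-compound background flagged substrates.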
# RGS4 inhibitor – human RGS4 inhibition; actives 0.039% (n = 390,000); Transcreener GDP fluorescence polarization, RGS4-accelerated GTP hydrolysis; Potency, µM (series often up to 114 µM), for inactives: at the highest dose activity change, negative = inhibition, most hits filed as inhibitors; P49798; note: % is set by controls: 0 for no effect and ±100 for the full control effect; nearly all actives have a fitted effect of over 75% in size; some results filed as inactive show a strong effect at the top dose
# Target sequence (P49798 whole entry, looked up): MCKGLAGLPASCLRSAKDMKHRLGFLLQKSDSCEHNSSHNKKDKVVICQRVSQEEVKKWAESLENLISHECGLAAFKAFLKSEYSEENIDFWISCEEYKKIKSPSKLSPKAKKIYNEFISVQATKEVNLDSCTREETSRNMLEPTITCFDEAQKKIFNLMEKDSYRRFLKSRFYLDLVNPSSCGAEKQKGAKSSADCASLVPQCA
#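 MLSMR compounds (23 nl, pin-transferred) preincubated 10 min at room temperature with a 500nM (2x) first reagent, then RGS4 at 900nM (2x) plus Transcreener GDP mix added; fluorescence polarization (620/688 nm) read before and after 90 min at 30 °C.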
# rTrxR1 inhibitor – inhibitors of rat thioredoxin reductase 1 | O89049 | recombinant rTrxR1, NADPH fluorescence consumption, selenite substrate | Potency, µM (doses to about 114 µM), inactives show at the highest dose activity change, negative = inhibition, actives largely listed as inhibitors | actives 1% (n = 390,000); note: % is set by controls: 0 for no effect and ±100 for the full control effect; nearly all actives have a fitted effect of over 65% in size
#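 Rat TrxR1 (90 nM in the dispensed reagent) was pre-reduced with 400 uM NADPH for 5 min at room temperature, then incubated with compound for 15 min. After 400 uM selenite was added, NADPH fluorescence (Ex 340/Em 450 nm) was followed for 8 min.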
# USP1 inh – inhibitors of human USP1/UAF1 deubiquitinase. O94782. recombinant USP1/UAF1, Ub-Rhodamine cleavage fluorescence. Potency, µM (highest dose often 57.1 µM), without a hit: at the top dose activity change, negative = inhibition, actives largely listed as inhibitors. actives 0.23% (n = 390,000). AID 743255; note: % is set by controls: 0 for no effect and ±100 for the full control effect; nearly all actives have a fitted effect of over 60% in size; inactives centre near -12
#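 1 nM enzyme complex + cpd, 15 min RT; start with Ub-Rho 150nM final; kinetic fluorescence ex 480/em 540, 6 reads q60 s. Buffer 50mM HEPES pH 7.8, 0.5mM EDTA, 0.1 mg/ml BSA, 1mM TCEP, 0.01% Tween-20.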
# Vif-APOBEC3G blk – inhibitors of Vif-APOBEC3G interaction. HeLa A3G-eYFP + Vif (tagged APOBEC3G with the HIV-1 protein that degrades it), YFP fluorescence, overnight. Q9HC16. Potency, µM (top dose mostly 46.1 µM), for the others: at the highest dose activity, negative = active, hits mostly inhibitors. actives 0.076% (n = 410,000);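 note: % is set by controls: 0 for no effect and ±100 for the full control effect; nearly all actives have a fitted effect of over 60% in size; hits raise eYFP signal because A3G escapes Vif-driven loss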
#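 Read-out is eYFP fluorescence (Ex 488/Em 500-530) from Vif-expressing HeLa A3G-eYFP cells; more signal means A3G escaped Vif-mediated degradation. Cells plated overnight, compound pinned in, incubated overnight at 37 deg C.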
# RXFP1 agonist – RXFP1 (human) receptor agonism; Q9HBX9; HEK293T-RXFP1 cAMP TR-FRET, 30 min; response scale: percent of porcine relaxin response, buffer zero; Potency, µM (doses to about 57.5 µM), inactives show top-dose activation, most hits filed as activators; actives 0.3% (n = 370,000); AID 2676; note: % is set by controls: 0 for no effect and ±100 for the full control effect; nearly all actives have a fitted effect of over 60% in size; many of its hits are not listed in these tables
#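 Agonist response is measured as cAMP accumulation in an RXFP1-transfected HEK293T line under PDE4 inhibition. Values are scaled between buffer-only and 29 nM porcine relaxin, and EC50s come from standard Hill equation fits.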
# Starred values were filed as active, the others as inactive; ? = inconclusive; . = not tested or not shown; [ ] = another dose, or the depositor's remark. Calls come from the whole dose curve; as a rule, active = well fitted curve in the direction sought with a large enough effect; inconclusive = small, poorly fitted or top-dose-only effect, or another doubt; inactive = no such curve, though single readings can be large; an effect the other way counts as inactive or inconclusive. Potency is the fitted concentration of half-maximal effect.
SMILES,ALOX12 inh,Vif-APOBEC3F blk,mIDH1 inhibitor,TrxR1 substrate,RGS4 inhibitor,rTrxR1 inhibitor,USP1 inh,Vif-APOBEC3G blk,RXFP1 agonist
Cc1ccc(C)c(OCC(=O)N2CCN(C(=O)c3ccco3)CC2)c1,-9%,6%,2%,6%,-10%,12%,-8%,0%,1.6%
CCOc1ccc(N2C(=O)c3cccnc3C2Nc2ccc(C)c(C)c2)cc1 (stereo not drawn),0%,0%,-3%,-2%,-1%,12%,-18%,0%,-0.6%
Clc1ccc(Cc2nc(-c3cccnc3)no2)cc1,-15%,-2%,5%,5%[57.1 µM],8%,11%,-2%,-2%,1.4%
CNC(=O)C(=O)NCCCN1CCOCC1,-7%,1%,8%,9%,6%,32%,-20%,1%,0.0%
CCCCN(C(=O)c1ccc(C)c(S(=O)(=O)N2CCOCC2)c1)c1c(N)n(CCCC)c(=O)[nH]c1=O,-5%,3%,4%,-4%,-6%,-6%,-16%,-3%,0.2%
COc1ccc(CNC(=O)Cc2csc3nc(-c4ccc(F)cc4)cn23)cc1,-25%,3%,20%,1%[57.1 µM],-39%,16%[57.1 µM],-15%,-10%,4.7%
COc1ccc(N(CC(=O)NC2CCCCC2)C(=O)c2snc(C(N)=O)c2N)cc1,-55%,-3%,-8%,8%,0%,8%,-13%,8%,0.8%
CCN(CC)S(=O)(=O)c1cccc(NC(=O)c2ccc(SC)cc2OC)c1,-5%,5%,3%,9%,6%,22%[57.1 µM],-16%,0%,3.0%
O=C(CCNS(=O)(=O)c1ccccc1C(F)(F)F)N1CCCCCCC1,15%,6%,25%,1%,10%,3%,-13%,-1%,-0.1%
Cc1nnc(SCCn2c(N3CCC(Cc4ccccc4)CC3)nc3c2c(=O)[nH]c(=O)n3C)s1,.,-7%,1%,-3%,-10%,4%,-21%,1%,-1.1%
Cc1ccc(C(=O)N2CCN(S(=O)(=O)c3sc(C(=O)O)c(C)c3C(=O)O)CC2)s1,-12%,-7%,7%,0%,-1%,-12%,-20%,12%,5.5%
O=C(CC(=O)c1ccccc1)Nc1ccc2c(c1)OCCO2,-4%,-10%,5%,-9%,-24%,4%[57.1 µM],-19%,-5%,0.5%
COc1cccc(OC)c1C(=O)N1CC(C)OC(C)C1 (stereo not drawn),?,-20%,6%,0%,24%,27%,0%,0%,-0.1%
Cc1ccc(CNC(=O)Cc2c(C)c3cc4c(C)coc4cc3oc2=O)cc1,?,0%,12%,5%,-9%,-2%,-13%,-10%,5.6%
Nc1cccc2nsnc12,366%[activator],-1%,23%,10%[57.1 µM],-10%,15%[11.4 µM],?,0%,0.2%
COC(=O)c1ccc(NC(=O)C2CC2)o1,88%[activator],-9%,-1%,5%[57.1 µM],-22%[11.4 µM],2%[57.1 µM],-16%,0%,1.0%
COc1ccc(CN(C)C(C)C(=O)N(C)CC(=O)Nc2ccc(C)cc2)cc1F (stereo not drawn),29%,1%,-5%,4%,-3%,10%,-22%,1%,-0.6%
O=[N+]([O-])c1ccccc1OCCNCc1ccccc1,?,-12%,10%,1%,-6%,7%,-21%,-6%,-0.6%
Cc1ccc(CNC(=O)Cn2cc(S(=O)(=O)Cc3ccccc3F)c3ccccc32)cc1,?,-1%,14%,-2%,-27%,1%,-15%,-1%,3.0%
COC(=O)c1cccc(N2C(=O)c3cccnc3C2=O)c1,?,0%,-4%,0%,1%,-2%,-5%,-1%,-4.0%
COc1cccc(CNS(=O)(=O)c2ccccc2Br)c1OC,-5%,1%,-5%,-6%,?,-4%,-24%,2%,.
CCOC(=O)CSc1nc(N(C)C)nc(N(C)C#N)n1,9%,5%,0%,13%[57.1 µM],-7%,12%[57.1 µM],-26%,-1%,0.3%
O=C(Nc1ccc2c(c1)CCC2)c1ccc(Br)o1,-5%,5%,24%,-9%,20%[11.4 µM],0%,-1%,0%,-0.1%
O=C(CCN1C(=O)S/C(=C\c2ccc(Cl)cc2)C1=O)Nc1ccc(C(=O)O)cc1,-10%,-2%,10%,-9%,-30%,-16%,10%,-5%,-3.0%
COc1cc(/C=C(/C#N)c2ccc(F)cc2)ccc1Oc1ccc([N+](=O)[O-])cn1,-15%,-5%,1%,-13%,-3%,-7%,-8%,2%,4.9%
Cc1cccc(CS(=O)(=O)Cc2ccc(C(=O)NCc3cccnc3)o2)c1,94%[activator],14%,0%,3%,1%,-9%,8%,3%,0.3%
CCCCNS(=O)(=O)c1cccc(S(=O)(=O)N2CCCC2)c1,-22%,3%,-1%,8%[57.1 µM],-34%,9%[57.1 µM],-24%,1%,1.5%
O=c1sc(/C=N/Nc2ccccc2)c(Cl)n1Cc1ccccc1,?,-5%,6%,7%[57.1 µM],-44%,13µM*,-23%,3%,-5.8%
CC(=O)N1CCc2cc(S(=O)(=O)CCC(=O)N3CCN(c4ccccc4)CC3)ccc21,-9%,0%,-12%,-1%,18%,4%,-8%,-2%,5.2%
CN(C(=O)c1cccc(NC(=O)Cc2ccc(NC(=O)C3CCCN(C(=O)c4ccccc4)C3)cc2)c1)C1CCCC1 (stereo not drawn),-11%,-5%,3%[38.3 µM],-9%,5%,-2%,-8%,2%,.
CCOc1ccc2nc(NC(=S)N(C)C)sc2c1,45µM*,-2%,0%,4%[0.457 µM],?,-7%,-19%,1%,-2.8%
O=C(COC(=O)c1ccccn1)NC(=O)c1ccccc1,17%,3%,1%,4%,3%,34%,-16%,2%,2.4%
COc1ccc(NC(=O)c2cc(S(=O)(=O)N3CCCCC3)c[nH]2)cc1,0%,3%,17%,2%,-7%,4%,0%,-7%,-2.0%
Cc1ccc(OCCNC(=O)c2cccc(S(=O)(=O)N3CCN(Cc4ccccc4)CC3)c2)cc1,16%,0%,-9%,-7%,12%,4%,-9%,1%,.
Cc1cc(OCCN2CCOCC2)ccc1C(C)C,0%,20%,4%,11%[57.1 µM],-28%,5%[57.1 µM],-17%,1%,-0.9%
COc1ccc(NC(=S)N2CCN(C(c3ccccc3)c3ccccc3)CC2)cc1OC,-13%,3%,-1%,-10%,-52%,-10%,-13%,-10%,1.7%
CCc1nnc(SCC(=O)NC2CCCC2)nc1CC,-16%,-5%,-1%,1%,25%,0%,-4%,1%,1.7%
Cc1ccc2nc(C(Cl)(Cl)Cl)nc(N/N=C/c3ccc([N+](=O)[O-])cc3)c2c1,8%,0%,-2%,5%,6%,31%,-12%,-3%,.
CCc1c(C)nc2ncnn2c1NCCc1ccccc1,0%,-1%,14%,-2%,-10%[56.9 µM],4%,-18%,-3%,-0.2%
O=C(O)CSCC(=O)NCc1c(Cl)cccc1Oc1ccccc1,202%[activator],7%,-1%,0%,-3%,12%,0%,2%,1.2%
COc1cc(Nc2ncnc3onc(-c4ccc(Cl)cc4)c23)cc(OC)c1,-14%,4%,8%,2%,8%,27%,-13%,-2%,0.5%
COc1cccc(C(=O)N2CCN(Cc3ccc(OC)cc3OC)CC2)c1,-18%,1%,-7%,2%,-14%,10%,-10%,0%,1.5%
Cc1ccc(CNC(=O)CCNS(=O)(=O)c2cccc3nonc23)cc1,4%[57.4 µM],3%,1%,0%[57.1 µM],2%,-30%[57.1 µM],-5%,-6%,-1.7%
O=C1Nc2ccccc2C12OCCCO2,-8%,0%,0%,11%[57.1 µM],-1%,19%[57.1 µM],-15%,4%,2.1%
C[C@H](O)[C@H](O)[C@H]1CNc2nc(N)[nH]c(=O)c2N1,-4%,0%,12%,269%[activator],?,-16%,-28%,2%,3.8%
CCOc1nnc(C)c2c(C)n(-c3cccc(OC)c3)nc12,2%,-8%,2%,-7%,15%,-2%,-4%,-3%,3.8%
c1ccc(-c2ccc(OCCOCCn3cncn3)cc2)cc1,?,3%,2%,-2%,5%,-2%,2%,-1%,0.6%
CCSc1nnc(CNC(=O)c2ccccc2F)n1-c1ccccc1OC,-20%,8%,2%,4%,-3%,13%,-21%,1%,1.3%
CN(C)NC(=S)NC1CCS(=O)(=O)C1 (stereo not drawn),0%,-9%,0%,7%[57.1 µM],-9%,-6%[57.1 µM],-8%,-5%,3.7%
Clc1ccc2oc(-c3ccccn3)nc2c1,2%,1%,1%,22%,-12%[11.4 µM],15%[57.1 µM],-8%,-11%,2.7%
COc1ccc(/C=N/NC(=O)C2C3CCCCC32C)cc1OC (stereo not drawn),-8%,19%,16%,2%[57.1 µM],10%,7%[11.4 µM],-21%,0%,1.9%
C[C@@H](C(=O)NCc1ccccc1)N1C(=O)C2CC=CCC2C1=O (stereo partly drawn),254%[activator],3%,-5%,-1%,19%,-2%,-8%,-1%,1.2%
CC1CCCC(NC(=O)C2c3ccccc3C(=O)N2Cc2cccs2)C1C (stereo not drawn),-25%,4%,-5%,-2%,5%,0%,-9%,4%,0.8%

# This is a subset. The share of hits here may be higher or lower than overall.
